Screening data (PubChem BioAssay)
Scp1 inh: Scp-1 phosphatase inhibitors, primary screen, biochemical, colorimetric, uHTS; Recombinant Scp1, phosphopeptide, malachite green phosphate absorbance; inhibition, % at 20 µM; 340,000 compounds, 0.88% hits; AID 493091, 2011;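 active = inhibition above about 50% at 20 µM, limit read from the data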;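 also: plate controls were DMSO wells with enzyme for no effect and wells lacking enzyme for full effect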
Target sequence (Q9GZU7 76-261 limits assumed): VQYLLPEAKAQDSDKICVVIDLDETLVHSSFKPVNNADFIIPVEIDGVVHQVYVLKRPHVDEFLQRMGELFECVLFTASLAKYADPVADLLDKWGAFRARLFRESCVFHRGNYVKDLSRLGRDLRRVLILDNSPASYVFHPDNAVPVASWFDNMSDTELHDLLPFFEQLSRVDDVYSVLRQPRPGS
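assay system = SCP-1 phosphatase catalytic domain, residues 76-261 | buffer or medium = 50 mM Tris acetate pH 5.5, 0.005% Tween-20, 10 mM MgCl2 | incubation = enzyme reaction 45 min at room temperature, colour 5 min, stabilisation 30 min | signal = Phosphate-binding colour reagent, absorbance read at 630 nm | measure = % inhibition at 20 µM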
Neddylation inh: inhibitors of cullin neddylation, primary screen, biochemical, TR-FRET, uHTS, NAE and Ubc12 | NEDD8-conjugating enzyme Ubc12 (Homo sapiens) + NEDD8-activating enzyme E1 regulatory … | 360,000 compounds, 0.58% hits | calls only at 25 µM; in the data active = inhibition above about 36%
Target sequence (P61081 whole entry, looked up): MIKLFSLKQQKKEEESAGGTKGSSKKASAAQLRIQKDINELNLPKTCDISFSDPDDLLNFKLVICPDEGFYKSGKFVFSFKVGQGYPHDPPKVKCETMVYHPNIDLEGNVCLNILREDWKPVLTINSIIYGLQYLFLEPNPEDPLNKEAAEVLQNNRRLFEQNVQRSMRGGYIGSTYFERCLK
Target sequence (Q13564 whole entry, looked up): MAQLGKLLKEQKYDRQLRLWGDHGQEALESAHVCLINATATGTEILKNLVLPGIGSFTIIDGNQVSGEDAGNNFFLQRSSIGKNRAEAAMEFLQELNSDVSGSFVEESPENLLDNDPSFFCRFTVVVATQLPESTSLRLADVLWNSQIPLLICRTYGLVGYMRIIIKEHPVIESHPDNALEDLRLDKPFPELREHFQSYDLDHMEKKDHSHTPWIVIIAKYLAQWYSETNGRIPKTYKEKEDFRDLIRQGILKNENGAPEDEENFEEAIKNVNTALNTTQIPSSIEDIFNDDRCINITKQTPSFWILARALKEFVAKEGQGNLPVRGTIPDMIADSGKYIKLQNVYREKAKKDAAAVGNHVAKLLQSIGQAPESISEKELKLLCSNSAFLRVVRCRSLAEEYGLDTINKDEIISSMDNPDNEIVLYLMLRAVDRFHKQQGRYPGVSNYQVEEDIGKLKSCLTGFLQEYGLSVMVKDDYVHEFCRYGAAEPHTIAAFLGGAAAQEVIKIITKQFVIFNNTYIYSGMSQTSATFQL
LMPTP block: LMPTP phosphatase inhibitors, primary screen, biochemical, fluorescence intensity, uHTS | inhibition, % at 20 µM | 360,000 compounds, 0.22% hits | recombinant LMPTP-A, OMFP fluorogenic substrate | Low molecular weight phosphotyrosine protein phosphatase (Homo sapiens), P24666;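 active = compounds that cut the enzyme signal by at least half of the control window in the single-dose screen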;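 also: plate controls were DMSO wells with enzyme plus substrate for no effect and substrate without enzyme for full effect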
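Test system – LMPTP-A enzyme · Amount – LMPTP-A at 0.625 nM final in the reaction · Buffer or medium – Bis-Tris pH 6.0, DTT, detergent · Reagent – OMFP 400 µM · Doses – single 20 µM dose · Schedule – reaction 50 min, room temperature, dark · Detection – fluorescence intensity of OMFP turnover product · Evaluation – percent inhibition versus substrate-only and uninhibited controls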
DNMT1 block: human DNMT1 methyltransferase inhibitors, primary screen, biochemical, molecular beacon, fluorescence, HinP1I cleavage, uHTS; DNA (cytosine-5)-methyltransferase 1 (Homo sapiens), P26358; inhibition (reported as % activation of signal), % at 10 µM; AID 588458, 2011; 360,000 compounds, 0.83% hits; in the data active = inhibition above about 50%
NadD block: inhibitors of S. aureus NadD, primary screen, biochemical, colorimetric, uHTS; inhibition, % at 20 µM; purified NadD enzyme, colorimetric absorbance read-out; 360,000 compounds, 0.78% hits; AID 602399, 2012; in the data active = inhibition above about 26%; also: some compounds past the cut are filed as inactive
CendR NRP1 mod: modulators of CendR peptide binding to NRP-1, primary screen, biochemical, fluorescence polarization, uHTS. inhibition, % at 25 µM. FAM-RPARPAR peptide binding to NRP-1. 360,000 compounds, 0.85% hits;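 active = inhibition or corrected inhibition above about 18%, plus a signal ratio from 0.5 to 1.5, limit read from the data, passing the limit was not always enough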; also: strong numbers were not always called active
Tb MetRS inh: T. brucei MetRS inhibitors, primary screen, biochemical, luminescence. methionyl-tRNA synthetase (Trypanosoma brucei brucei). AID 624268, 2012. purified T. brucei MetRS, ATP depletion, Kinase-Glo luminescence. 360,000 compounds, 0.4% hits. inhibition, % at 11.9 µM;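 active = inhibition above a per-plate cutoff of the control wells' mean inhibition plus 3 SD, cut at about 5.5% in these data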;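 also: 0% = DMSO wells median and 100% = median of wells with control inhibitor compound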
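assay system = parasite MetRS enzyme | timing = 15 min preincubation, 2 h reaction, all 25 °C | evaluation = percent inhibition relative to median high and low control wells | medium = HEPES buffer containing pyrophosphatase, BSA, spermine, DTT | compound = single dose, 11.9 µM final nominal, 0.9% final DMSO | detection = Kinase-Glo luminescence, ATP depletion format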
STEP inh: STEP phosphatase inhibitors, primary screen, biochemical, fluorescence intensity, uHTS | Tyrosine-protein phosphatase non-receptor type 5 (Homo sapiens), P54829 | recombinant STEP, OMFP fluorogenic substrate | inhibition, % at 20 µM | 360,000 compounds, 0.25% hits | AID 588621, 2011;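 active = inhibition at 20 µM, scaled per plate between control wells, above about 37%, limit read from the data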;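 also: 0% = DMSO with enzyme and substrate and 100% = substrate only without enzyme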
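medium = Bis-Tris buffer pH 6.0, 2.5 mM DTT, 0.005% Tween 20 | test system = STEP (striatal-enriched tyrosine phosphatase) enzyme, cell-free | measure = normalized % inhibition | compound dosing = 20 µM, 1% DMSO | also added = 25 µM OMFP | schedule = reaction 20 min, ambient temperature | measured by = fluorescence read at 480 nm ex / 540 nm em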
SUMO1-SIM PPI: modulators of SUMO1 protein-protein interactions, primary screen, biochemical, uHTS. AID 602429, 2012. 360,000 compounds, 0.33% hits. SUMO1 binding to a labelled peptide, TR-FRET, 1 h. inhibition, % at 20 µM; in the data active = inhibition above about 37%
Target sequence (P63165 whole entry, looked up): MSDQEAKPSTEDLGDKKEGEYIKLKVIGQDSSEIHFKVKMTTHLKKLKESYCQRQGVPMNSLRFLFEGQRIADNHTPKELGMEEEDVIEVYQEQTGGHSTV
SKN-1 inh: suppressors of acrylamide-induced Pgst-4::GFP reporter in worms, primary screen, SKN-1 inhibitor project, whole organism, uHTS, GFP/RFP fluorescence ratio, strain VP596; C. elegans VP596 Pgst-4::GFP/RFP ratio, 24 h; inhibition, % at 21.8 µM; 360,000 compounds, 0.49% hits; AID 624304, 2012;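 active = interference check ratio from 0.5 to 1.5 plus GFP to RFP signal ratio inhibition reaching or exceeding a fixed threshold, cut at about 30% in these data, passing the limit was not always enough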; also: some compounds called inactive have numbers as strong as hits
* marks the source's active call; other numbers are inactive results; i = inactive; . = not tested or not shown.

SMILES	Scp1 inh	Neddylation inh	LMPTP block	DNMT1 block	NadD block	CendR NRP1 mod	Tb MetRS inh	STEP inh	SUMO1-SIM PPI	SKN-1 inh
COc1ccc(-n2c(=S)[nH]c3cc(C(=O)N(C)Cc4ccccc4)ccc3c2=O)cc1	-10	i	-0.7	-1	-2	-2	-0.1	2	0	-9
CCCCn1c(N)c(N(Cc2ccccc2OC)C(=O)C(C)Oc2ccc(Br)cc2)c(=O)[nH]c1=O (centres undefined)	-2	i	0.3	-1	-2	-14	-0.2	0	-6	6
CS(=O)(=O)N1CCN(c2ccc(NC(=O)c3ccc(Br)o3)cc2)CC1	-10	i	-1.1	8	2	-5	-0.2	-3	-5	-8
COc1ccccc1OCCN1C(=O)S/C(=C\c2ccco2)C1=O	-14	i	2.2	-6	0	-23	-1.0	0	-21	6
Nn1cnn(Cc2ccccc2)c1=S	1	i	-2.2	5	-1	7	0.2	-2	-4	-6
COc1ccc(C(CCNCc2ccccc2F)c2ccc(F)cc2)cc1 (centres undefined)	7	i	-1.2	3	0	3	-0.7	-2	-2	-9
COc1ccc(C(=O)N2N=C(c3cccs3)CC2c2ccccc2O)cc1 (centres undefined)	35	i	1.2	-8	-4	-9	-0.3	-8	-4	-1
Cc1ccc(SCC(=O)Nc2ccc3c(c2)OCCO3)cc1	-6	i	-1.1	1	-2	-5	-0.6	0	-1	1
Cc1ccc(C(C)C)cc1S(=O)(=O)Nc1ccncc1	-7	i	-1.6	-1	-6	-2	-1.1	-3	4	20
CN(C)S(=O)(=O)c1cccc(NC(=O)CNCC2CCCCC2)c1	-8	i	-2.5	-1	-8	11	-0.5	4	2	-3
COc1ccc(O)c(C(=O)c2cnc3c(c2)c(=O)[nH]c(=O)n3C)c1	-6	i	-0.9	-3	-2	-1	-0.6	0	-10	8
Cc1cc(=O)[nH]c2ccc(Cl)cc12	-7	i	0.2	2	-1	10	0.7	-1	0	6
COc1ccc(CCNC(=O)CNC(=O)c2ccccc2Br)cc1OC	0	i	-0.7	0	-3	-1	-0.5	-1	6	21
COc1ccccc1/C=C/C=N/n1c(-c2ccncc2)n[nH]c1=S	-2	i	1.8	5	4	-4	-1.0	-2	-4	10
CCN1CCN(CC2CC3C=CC2C3)CC1 (centres undefined)	-3	i	-3.3	3	-1	31*	-0.2	2	6	-7
COc1ccc(-c2nc3c(C)cc(Br)cn3c2CC(C)(C)C)cc1OC	.	i	3.1	4	3	-14	-0.6	4	3	2
CCC(=O)Nc1sc2c(c1C(N)=O)CCC2	-1	i	-0.4	-1	-4	9	1.2	-3	3	10
CC(C)Oc1ccc(CCC(=O)NNC(=S)Nc2ccccc2)cc1	1	i	-0.5	-1	1	6	0.3	-2	-3	-12
COc1ccc(CCN(C)C(=O)CCNS(=O)(=O)c2ccccc2C(F)(F)F)cc1OC	-8	i	-0.7	5	0	-2	0.0	2	-2	6
COc1ccc(CCNC(=O)CCOc2ccc(C(C)(C)C)cc2)cc1OC	-8	i	1.3	1	0	5	0.1	2	2	-3

Marked active in CendR NRP1 mod (from the list above):
canonical_smiles	Scp1 inh	Neddylation inh	LMPTP block	DNMT1 block	NadD block	CendR NRP1 mod	Tb MetRS inh	SUMO1-SIM PPI	SKN-1 inh
CCN1CCN(CC2CC3C=CC2C3)CC1 (centres undefined)	-3	i	-3.3	3	-1	31*	-0.2	6	-7

Additional structures follow:
SMILES	Scp1 inh	Neddylation inh	LMPTP block	DNMT1 block	NadD block	CendR NRP1 mod	Tb MetRS inh	STEP inh	SUMO1-SIM PPI	SKN-1 inh
COc1cccc(COc2ccc3c(C)c(Cc4ccccc4)c(=O)oc3c2)c1	-19	.	3.8	1	-1	0	-2.8	2	2	-4
COc1ccc(C2=NOC(C(=O)NCc3ccccn3)C2)cc1 (centres undefined)	-3	i	-2.2	0	5	-8	-0.1	-2	2	0
COc1ccccc1N1CC(C(=O)NCC2COc3ccccc3O2)CC1=O (centres undefined)	-6	i	-0.8	1	-2	-12	-0.1	0	-1	6
CCN(CC(=O)NCc1ccc(F)cc1)C(=O)CN1CCN(c2ccccc2OC)CC1	12	i	-0.4	1	8	7	-0.1	0	-4	0
COc1cc(C(=O)NNC(=O)c2ccc3ccccc3n2)cc(OC)c1OC	-6	i	-1.1	0	-6	7	-0.4	0	-14	-2
NC(=O)C1CCN(c2nc(-c3ccc4ccccc4c3)cs2)CC1	5	i	1.5	1	-3	0	-0.4	0	-20	21
Cc1ccc(/C([O-])=C(/C(=S)NCc2ccccc2)[n+]2cccc(CO)c2)cc1[N+](=O)[O-]	-1	i	2.3	-6	16	-2	-0.1	-1	-11	-2
O=C(NCCCCCCNC(=O)c1ccncc1)c1ccncc1	2	i	-1.1	-5	5	9	-2.0	4	3	-11
C(=N\N1CCN(Cc2cccc3ccccc23)CC1)/c1cccs1	-11	i	2.5	0	4	10	-0.5	2	-6	16
NS(=O)(=O)c1ccc(NC(=S)N2CCN(c3cccc(Cl)c3)CC2)cc1	-10	i	1.2	-28	-3	-5	0.3	3	-1	-1
COc1ccccc1C(=O)N1CCNC(=O)C1CC(=O)Nc1cccc(C)c1 (centres undefined)	-2	i	-1.5	2	1	0	0.3	-13	-4	-3
CSCCC(NC(=O)COc1ccccc1)C(=O)N(C)CC(=O)Nc1ccc(Cl)cc1 (centres undefined)	-5	i	-1.4	0	-5	20	0.0	-2	-1	14
O=C(c1ccco1)N1CCc2[nH]nc(-c3ccc(Cl)cc3)c2C1	7	i	-0.3	1	-2	9	1.0	1	3	13
CC(C)NC(=O)C1(C)CCCN1C/C=C/c1ccccc1 (centres undefined)	.	i	0.2	-3	2	-4	-0.2	-1	1	13
CN(Cc1nc2ccccc2n1C)C(=O)c1ccco1	-10	i	-0.4	3	-4	13	0.0	1	5	10
CCSc1nc2c(c(=O)[nH]c(=O)n2C)n1CC(O)COc1ccccc1 (centres undefined)	-8	i	0.7	2	-1	3	0.0	-1	1	-10
CC(C)C[C@H]1CNC(=S)N1CC1CCCN1C[C@H](CC(C)C)N1C[C@H](CC(C)C)N(CCc2ccccc2)C1=S (some centres undefined)	27	i	0.6	7	11	-4	-2.0	5	-7	18
CCOc1ccc(-c2cc(C(=O)N3CCN(c4ccccn4)CC3)c3ccccc3n2)cc1	-7	i	4.7	-13	-4	1	-0.5	1	-3	13
CN1CC(c2ccccc2)C2(SC(=S)N(Cc3ccco3)C2=O)C12C(=O)Nc1ccccc12 (centres undefined)	7	i	4.3	-1	4	5	0.3	-1	-2	9
Cc1ccc(OCCn2c(CCNC(=O)C(C)C)nc3ccccc32)cc1	6	i	1.1	-13	1	12	0.3	2	-1	8

Compounds listed so far that contain an aryl thioether with sulfur outside any ring (two):
SMILES	Scp1 inh	Neddylation inh	LMPTP block	DNMT1 block	NadD block	CendR NRP1 mod	Tb MetRS inh	STEP inh	SUMO1-SIM PPI	SKN-1 inh
Cc1ccc(SCC(=O)Nc2ccc3c(c2)OCCO3)cc1	-6	i	-1.1	1	-2	-5	-0.6	0	-1	1
CCSc1nc2c(c(=O)[nH]c(=O)n2C)n1CC(O)COc1ccccc1 (centres undefined)	-8	i	0.7	2	-1	3	0.0	-1	1	-10

Remaining list, next part.
SMILES	Scp1 inh	Neddylation inh	LMPTP block	DNMT1 block	NadD block	CendR NRP1 mod	Tb MetRS inh	STEP inh	SUMO1-SIM PPI	SKN-1 inh
O=[N+]([O-])c1cc(NS(=O)(=O)c2ccc(Cl)nc2)ccc1Cl	2	i	-0.9	-2	1	0	-0.3	-1	-10	-1
Cc1cc(Cl)cc2sc(=S)[nH]c12	-8	i	-0.1	0	2	6	-0.1	4	9	11
CCc1ccc(C2C(C(C)=O)=C(C(=O)OC)Nc3nnnn32)cc1 (centres undefined)	3	i	-3.3	-3	0	15	-0.8	1	-8	-7
S=C(NCCCN1CCOCC1)Nc1ccc(-c2nc3ccccc3[nH]2)cc1	-5	i	0.5	-10	-9	2	0.5	65*	4	12
Cc1ccc(-c2nnc(N3CCN(c4ccccn4)CC3)c3ccccc23)cc1	0	i	6.3	-2	10	2	-0.7	0	2	-20
Cn1c(-c2ccccc2)c(C=O)c2ccccc21	-9	i	-1.6	-3	-2	-1	-0.4	-3	1	8
CCOC(=O)C1CCCN(C(=S)Nc2ccc(OC)cc2)C1 (centres undefined)	-3	i	1.3	0	5	-7	-0.7	4	1	-19
CCc1cc2c(-c3ccccc3)cc(=O)oc2cc1OC(C)C(=O)O (centres undefined)	-6	i	-0.7	1	-3	4	0.6	4	-7	-1
Cc1ccc2nc(-c3ccco3)c(CC(C)(C)C)n2c1	.	i	0.3	4	3	-33	-1.4	-2	-4	5
CCS(=O)(=O)N1CCC(C(=O)Nc2ccccc2OC)CC1	-5	i	0.6	1	-7	-10	-0.6	-4	-6	10
O=C(NC1CCCCC1)N1CCC(c2nc3ccc(Cl)cc3[nH]2)CC1	0	i	-1.3	2	-10	-2	7.8*	1	0	-6
Cc1ccc(-c2ccc(CN3C(C(C)C)C(=O)N(Cc4cn(Cc5ccco5)nn4)CCS3(=O)=O)cc2)cc1 (centres undefined)	.	i	5.0	-16	4	-18	-1.4	1	4	3
O=C(NCCc1nnc2ccc(SCC(=O)N3CCOCC3)nn12)c1ccccc1	-8	i	-1.6	2	-2	14	-0.1	1	-4	9
CN(CC(=O)OCC(=O)Nc1ccccc1)S(=O)(=O)c1ccc(Cl)cc1	-9	i	0.3	4	-3	17	0.6	0	-6	16
O=C(NC(=S)N1CCN(c2ccccn2)CC1)c1ccco1	-8	i	-1.6	2	-4	13	-0.3	-1	-1	5
N=C1C(=O)OCC1c1ccccc1NC(=O)CN1CCCCC1 (centres undefined)	-9	i	-0.9	6	-6	-4	-0.3	24	-4	-8
COc1ncccc1C(=O)NC1CCCc2c1cnn2-c1cc(C)cc(C)c1 (centres undefined)	-8	i	1.1	1	-4	6	0.0	-1	36	-23
O=C(Oc1ccc([N+](=O)[O-])cc1)c1cncc(Br)c1	-5	i	-0.8	2	-2	-9	-0.8	-3	-7	9

Rows were taken by chance; any-hit rate near 4.6%.
